Screens: PubChem BioAssay, Johns Hopkins Ion Channel Center
TRPC6 activator = mouse TRPC6 channel activation; B-score at 10 µM; AID 2550; 310,000 compounds, 0.13% hits; HEK293-TRPC6 membrane potential dye fluorescence; stronger effect = higher value;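 active means B-score of the integrated fluorescence ratio above library mean plus 3 SD, and starting fluorescence ratio within library mean plus 5 SD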;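 further: higher score means more depolarization so channel activation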
MrgX1 allo act = human MrgX1 positive allosteric modulation, primary screen. Q96LB2. MrgX1-HEK293, Fluo-4 calcium flux, FDSS; stronger effect = higher value. B-score at 10 µM. 310,000 compounds, 0.63% hits. AID 588675;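 active means plate-corrected calcium response at least 3 library SD above typical, normal starting fluorescence, not activating the receptor alone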;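 further: compound read alongside a low EC10 to EC30 dose of BAM8-22 agonist; peak minus trough fluorescence over baseline measured at the second addition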
MrgX1 antag = blocks BAM8-22 activation of human MrgX1 receptor. MRGX1-HEK293 calcium flux, Fluo-4, BAM8-22 antagonism; stronger effect = lower value. 310,000 compounds, 1.3% hits. Q96LB2. AID 588676. B-score at 10 µM;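 active means calcium-response B-score plate-corrected more than 3 library SD below zero, starting fluorescence within 5 deviations, no agonist response on first addition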;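 further: peak minus trough fluorescence over baseline after final BAM8-22 challenge near maximal dose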
TRPC4 act = opens the mouse TRPC4 cation channel; Q9QUQ5; HEK293 TRPC4beta/mu-opioid, Fluo4 calcium fluorescence; stronger effect = higher value; B-score at 10 µM; 310,000 compounds, 0.49% hits;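 active means B-score above 5 SD of library B-scores, and initial fluorescence ratio not above library mean plus 5 SD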;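 further: positive B-score marks a calcium rise read as TRPC4 activation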
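Assay system: HEK293 cells stably co-expressing mouse TRPC4beta and mu-opioid receptor / Timing: Fluo4 dye loading 45 min at room temperature, 110 s recording / Signal: Fluo4 calcium-sensitive dye fluorescence, kinetic, 1 Hz baseline / Read-out: integrated baseline-normalised fluorescence ratio, converted to per-well B score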
RGS4 block = inhibitors of human RGS4; P49798; HEK293 M3R/RGS4 inducible, Fluo-4 calcium flux; stronger effect = higher value; triggered by carbachol at its EC20; B-score at 10 µM; 310,000 compounds, 0.45% hits; AID 463165;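 active means B-score, a plate-corrected calcium signal, over three deviations above library mean, with baseline fluorescence within five deviations of library mean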;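 further: RGS4 expression induced by doxycycline in cells with stable M3 receptor; B-score is computed from the integrated fluorescence ratio over baseline after carbachol; higher B-score means a larger calcium signal and so more RGS4 inhibition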
MrgX1 ag = agonists of human MrgX1 receptor; B-score at 10 µM; MrgX1-HEK293 cells, Fluo-4 calcium fluorescence, agonist mode; stronger effect = higher value; Q96LB2; 310,000 compounds, 0.44% hits;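 active means calcium response B-score plate-corrected fluorescence ratio at least 3 library SD, with starting fluorescence B-score inside 5 SD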
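Assay system: stable human MrgX1 HEK293 cell line. Quantity: 15,000 cells per well. Schedule: cells plated overnight, dye loaded 0.5 h 37 °C, 0.5 h room temperature. Detection: Fluo-4 NW calcium-flux fluorescence, kinetic read. Read-out basis: peak-minus-minimum fluorescence over baseline, converted to B scores. Control set: positive and negative control wells on each plate.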
TMEM16A act = activates or potentiates the mouse TMEM16A chloride channel | B-score at 10 µM | 340,000 compounds, 0.3% hits | AID 623877 | HEK293 TMEM16A/YFP-H148Q/I152L, iodide quench fluorescence; stronger effect = lower value;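 active means fluorescence-ratio B-score plate-corrected deviation score at least 3 library SD below zero, with starting fluorescence score within 5 deviations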;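 further: channel opened by trigger with iodide after compound preincubation; score built on the fluorescence ratio of max minus min over baseline; more negative score means more quench and so TMEM16A activation or potentiation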
Target sequence (Q8BHY3 whole entry, looked up): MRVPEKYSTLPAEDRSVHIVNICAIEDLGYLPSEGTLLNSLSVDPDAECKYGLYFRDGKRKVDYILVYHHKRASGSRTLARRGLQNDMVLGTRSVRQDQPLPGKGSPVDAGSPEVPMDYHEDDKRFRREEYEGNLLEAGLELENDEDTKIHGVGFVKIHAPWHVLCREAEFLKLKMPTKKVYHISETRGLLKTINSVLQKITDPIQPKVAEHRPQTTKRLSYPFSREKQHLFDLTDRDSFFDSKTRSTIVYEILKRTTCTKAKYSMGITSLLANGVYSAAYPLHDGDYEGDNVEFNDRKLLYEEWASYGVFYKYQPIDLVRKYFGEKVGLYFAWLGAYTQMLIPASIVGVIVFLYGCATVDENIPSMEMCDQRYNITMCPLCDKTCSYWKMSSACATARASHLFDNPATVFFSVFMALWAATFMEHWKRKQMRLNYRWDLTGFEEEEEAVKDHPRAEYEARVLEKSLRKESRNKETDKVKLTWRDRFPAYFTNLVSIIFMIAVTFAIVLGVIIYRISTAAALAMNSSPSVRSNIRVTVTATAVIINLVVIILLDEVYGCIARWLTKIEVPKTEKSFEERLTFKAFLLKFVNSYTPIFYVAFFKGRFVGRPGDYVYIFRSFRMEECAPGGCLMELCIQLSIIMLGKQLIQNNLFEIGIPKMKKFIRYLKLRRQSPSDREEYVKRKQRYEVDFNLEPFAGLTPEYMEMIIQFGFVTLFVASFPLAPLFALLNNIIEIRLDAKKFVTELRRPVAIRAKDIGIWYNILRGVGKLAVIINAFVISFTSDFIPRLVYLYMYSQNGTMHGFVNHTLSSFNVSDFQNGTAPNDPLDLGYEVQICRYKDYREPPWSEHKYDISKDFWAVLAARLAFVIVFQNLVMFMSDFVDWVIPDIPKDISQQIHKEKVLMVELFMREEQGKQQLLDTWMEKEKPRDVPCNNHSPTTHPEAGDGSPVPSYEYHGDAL
TRPC6 inhibitor = blocks the mouse TRPC6 cation channel; HEK293-TRPC6, membrane potential dye, ACh-evoked depolarization; stronger effect = lower value; 310,000 compounds, 1.1% hits; Q61143; B-score at 10 µM; AID 2553;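 active means B-score under library mean minus 3 SD, initial fluorescence not abnormally high, positive integrated signal ratio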;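 further: B-score derived from integrated fluorescence ratio over the kinetic read; more negative B-score means stronger inhibition of depolarization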
TRPC4 block = TRPC4 (mouse) channel inhibition. 300,000 compounds, 0.39% hits. HEK293 TRPC4beta/mu-opioid, DAMGO-evoked Fluo4 calcium flux; stronger effect = lower value. B-score at 10 µM. AID 2247. Q9QUQ5;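 active means B-score over 3 SD under the library average, no early fluorescence shift, positive overall ratio signal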
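Assay system: HEK293 cells with stable TRPC4beta plus mu-opioid receptor expression. Dosing: single dose. Measured by: Fluo4 Ca2+ flux fluorescence. Also added: DAMGO in two steps, submaximal then maximal. Read-out: B score from integrated Fluo4 fluorescence ratio.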
ANO1 block = mouse TMEM16A channel inhibition, primary screen; Q8BHY3; HEK293 TMEM16A/YFP iodide influx fluorescence, ionomycin; normalized B-score (activity score, 25-100; higher = stronger inhibition) at 10 µM; 310,000 compounds, 1.2% hits;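 active means ratio plate-corrected score three or more library SD toward inhibition, starting fluorescence score within five deviations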;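 further: score derived from kinetic fluorescence span divided by baseline fluorescence per well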
TRPC4 potent = TRPC4 (mouse) allosteric potentiation | HEK293 TRPC4beta/mu-opioid, DAMGO EC20, Fluo-4 Ca2+ flux; stronger effect = higher value | 310,000 compounds, 0.42% hits | AID 2227 | Q9QUQ5 | B-score at 10 µM;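 active means B-score of calcium response area above 5 SD of library B-scores, with initial fluorescence ratio within 5 SD of library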;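 further: B-score of integrated fluorescence ratio over time as area under calcium response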
Active calls of the source: *; i = inactive; . = not tested or not shown. The order is random; about 5.8% have a hit in one of these screens.

SMILES	TRPC6 activator	MrgX1 allo act	MrgX1 antag	TRPC4 act	RGS4 block	MrgX1 ag	TMEM16A act	TRPC6 inhibitor	TRPC4 block	ANO1 block	TRPC4 potent
Cc1ccc(O)c(N=Nc2ccc(S(=O)(=O)N3CCOCC3)cc2)c1	i	i	i	i	i	i	i	i	i	i	i
CCOC(=O)COn1c(=O)c(-c2ccc(Cl)cc2)[n+]([O-])c2ccccc21	i	i	i	i	i	i	i	i	i	i	i
CCOc1ccccc1C(=O)N1c2ccccc2Sc2ccccc21	i	i	i	i	i	i	i	i	i	100*	i
COCCNC(=O)/C(C#N)=C\c1ccc(CNS(=O)(=O)c2ccc(C)cc2)o1	i	i	i	i	i	i	i	i	i	i	i
Cc1ccc(Cl)cc1NS(=O)(=O)c1cc2[nH]c(=O)c(=O)[nH]c2cc1C	i	i	i	i	i	i	i	i	i	i	i
Cc1ccc(NC2OC(CO)C(O)C(O)C2O)cc1 (stereo not given)	i	i	i	i	i	i	i	i	i	i	i
CC(C)c1nc(SCC(=O)N2CCN(c3ccccc3)CC2)c2c(=O)n(C)c(=O)n(C)c2n1	i	.	.	i	i	.	i	i	i	.	i
COCC(=O)N(Cc1nc2sc(C)c(C)c2c(=O)[nH]1)C1CCCCC1	i	i	i	i	i	i	i	i	i	i	i
COc1ccc(C2=CC(=O)CC(c3ccc(F)cc3)C2)cn1 (stereo not given)	i	10.5*	i	i	i	i	i	i	i	i	i
c1cnc2c(c1)ccc1cccnc12	i	i	i	i	i	i	i	i	i	i	i
CNC(=O)COc1coc(CN2CCN(c3ccccc3OC)CC2)cc1=O	i	i	i	i	i	i	i	i	i	i	i
Cc1ccc(Cl)cc1NC(=S)N(C)N	i	i	i	i	i	i	i	i	i	i	i
CCN(c1ccc(OC)cc1)S(=O)(=O)c1csc(C(=O)N2CCCC2)c1	i	i	i	i	i	i	i	i	i	i	i
CC(C)(C)NC(=O)C(c1ccc(O)cc1)N(Cc1ccccc1)C(=O)CCC(=O)Nc1nccs1 (stereo not given)	i	i	i	i	i	i	i	i	i	i	i
O=C(Oc1ccc(C(=S)N2CCOCC2)cc1)c1cccc(Cl)c1	i	i	i	i	i	i	i	i	i	i	i
S=c1nc(-c2ccc(Cl)cc2)[nH][nH]1	i	i	i	i	i	i	i	i	i	i	i
C/C(Cl)=C/Cn1c(=O)c2c(nc(Br)n2Cc2ccccc2)n(C)c1=O	i	i	i	i	i	i	i	i	i	i	i
COc1ccc(F)cc1S(=O)(=O)Nc1cc2c3c(c1)CCN3C(=O)CC2	i	i	i	i	i	i	i	i	i	i	i
Cc1cc(OCC(=O)N(Cc2cccs2)C2CCS(=O)(=O)C2)ccc1Cl (stereo not given)	i	i	i	i	i	i	i	i	i	i	i
COCCNC(=O)CN(C(=O)Cn1nnc2ccccc21)c1cc(C)cc(C)c1	i	i	i	i	i	i	i	i	i	i	i
CCSc1ccc([C@@H]2[C@@H]3C(=O)N(CC)C(=O)[C@@H]3[C@]3(C(=O)OC)CCCCN23)cc1	i	i	i	i	i	i	i	i	i	i	i
CC(/C=C/c1ccco1)=N\NC(=O)c1cccc(Cl)c1	i	i	i	i	i	i	i	i	i	i	i
O=C(O)/C=C/C(=O)N(CC1CCCO1)C1CC(=O)N(c2c(Cl)cccc2Cl)C1=O (stereo not given)	i	i	i	i	i	i	i	i	i	i	i
O=S(=O)(c1ccc2c(c1)OCCO2)N1CCN(c2cccc(Cl)c2)CC1	i	i	i	i	i	i	i	i	i	i	i
O=C(Nc1nc2ccccc2s1)C1CCN(S(=O)(=O)c2cc([N+](=O)[O-])ccc2Cl)CC1	i	i	-5.32*	i	i	i	i	i	i	i	i
O=C(c1ccco1)N1CCN(S(=O)(=O)c2ccc(Br)s2)CC1	i	i	i	i	i	i	i	i	i	i	i
Cc1cc2cc(NC(=O)c3ccco3)ccc2[nH]1	i	i	i	i	i	i	i	i	i	i	i
CC(C)(C)c1ccc(C(CC(=O)O)NS(=O)(=O)Cc2ccccc2)cc1 (stereo not given)	i	i	i	i	i	i	i	i	i	i	i
CCn1c(C(=O)O)c(S(=O)(=O)c2ccc(Cl)cc2)c2ccccc21	i	i	i	i	i	i	i	i	i	i	i
CC(C)OC(=O)CSc1nnc(C2CCCCC2)n1N	i	i	i	i	i	i	i	i	i	i	i
CCCOc1ccccc1-n1sc2c(c1=S)-c1cc(OC)cc3c1N(C(=O)C3=O)C2(C)C	i	i	i	i	i	i	i	i	i	i	i
COc1ccccc1OCCNC(=O)CC(NC(C)=O)c1ccccc1 (stereo not given)	i	i	i	i	i	i	i	i	i	i	i
Cc1cccc(NC(=S)N(CCN(C)C)C(C)c2ccco2)c1 (stereo not given)	i	i	i	i	i	i	i	i	i	i	i
COC(=O)c1ccccc1NC(=O)c1cnn2c(C)cc(C)nc12	i	i	i	i	i	i	i	i	i	i	i
CC1(C)CC(=O)c2cnc(NCC3CCCO3)nc2C1 (stereo not given)	i	i	i	i	i	i	i	i	i	i	i
COc1ccc(/C=C(\C#N)C(=O)NCCCn2ccnc2)cc1	i	i	i	i	i	i	i	i	i	i	i
COc1cc(NC(C)C(=O)N2CC(C)OC(C)C2)cc(OC)c1 (stereo not given)	i	i	i	i	i	i	i	i	i	i	i
CSc1ncccc1C(=O)NNc1cc(Cl)ccc1Cl	i	i	i	i	i	i	i	i	i	i	i
COc1ccccc1-n1c(C)cc(/C=C2/C(=N)N3C(=NC2=O)SN=C3S(C)(=O)=O)c1C	i	20.8*	i	i	i	i	i	i	i	i	i
CNc1ncnc2c1ncn2[C@@H]1O[C@H](CO)[C@@H](O)[C@H]1O	.	i	i	.	.	i	i	.	.	i	.
CC1CCN(CCCCOc2ccc(Br)cc2)CC1	i	i	i	i	i	i	i	i	i	i	i
CCCCNc1cc(C)nc(NCc2ccccc2)n1	i	i	i	i	i	28.7*	i	i	i	25*	i
Cc1nnc(NC(=O)CSc2nccn2Cc2ccc(F)cc2)s1	i	i	i	i	i	i	i	i	i	i	i
CN(Cc1ccccc1)C(=O)c1ccc(NC(=O)C2=CSCCO2)cc1	i	i	i	i	i	i	i	i	i	i	i
O=c1[nH]c(N/N=C/c2ccc(O)cc2)nc2ccccc12	i	i	i	i	i	i	i	i	i	i	i
Cc1ccc(C)c(-n2c(Cc3cc(=O)[nH]c(=O)[nH]3)nnc2SCC(=O)NCC2CCCO2)c1 (stereo not given)	.	i	i	.	.	i	i	.	.	i	.
O=C(Nc1cccc(-n2cnnn2)c1)c1ccoc1COc1ccc(Cl)cc1	i	i	i	i	i	i	i	i	i	i	i
O=C(Nc1c(Cl)cc(Cl)cc1C(=O)NCc1cccnc1)c1ccc(Cl)cc1Cl	.	i	i	.	.	i	i	.	.	i	.
CC(O)/C=C/c1cccc[n+]1C (stereo not given)	i	i	i	i	i	i	i	i	i	i	i
Cc1ccc(CCC(=O)Nc2ccc(S(N)(=O)=O)cc2)o1	i	i	i	i	i	i	i	i	i	i	i

Next entries.
SMILES	TRPC6 activator	MrgX1 allo act	MrgX1 antag	TRPC4 act	RGS4 block	MrgX1 ag	TMEM16A act	TRPC6 inhibitor	TRPC4 block	ANO1 block	TRPC4 potent
Cc1ccc(C)c(NC2=C(Cl)C(=O)OC2OC(C)C)c1 (stereo not given)	i	i	i	i	i	i	i	i	i	i	i
O=C(Cc1ccc(Cl)cc1)NNC(=O)c1ccco1	i	i	i	i	i	i	i	i	i	i	i
O=c1ccc(N=Nc2ccccc2)ccc1O	i	i	i	i	i	i	i	i	i	i	i
CCOC(=O)c1c(C)[nH]c(C(=O)N2CCC(C(=O)OCC)CC2)c1C	i	i	i	i	i	i	i	i	i	i	i
COc1cc(/C=C(/C#N)c2nc3ccccc3[nH]2)ccc1OCC(=O)Nc1ccccc1C(C)C	i	i	i	i	i	i	i	i	i	i	i
Cc1ccc(S(=O)(=O)c2ccc(Oc3ccccc3)cc2)cc1	i	i	i	i	i	i	i	i	i	100*	i
CC[C@H](C)[C@H](NC(N)=O)C(=O)OCC(=O)NCc1ccc(Cl)cc1	i	i	i	i	i	i	i	i	i	i	i
CN1CCN(C(=O)c2cccn(Cc3cccc(Cl)c3)c2=O)CC1	i	i	i	i	i	i	i	i	i	i	i
C/C(Cc1nnn(-c2cc(C)on2)n1)=N\O	i	i	i	i	i	i	i	i	i	i	i
COc1cccc(NCc2nnc(SCC(=O)N(C)C3CCS(=O)(=O)C3)n2C2CCCCC2)c1 (stereo not given)	i	i	i	i	i	i	i	i	i	i	i
CC(C)c1cc(-c2cc(-c3ccc(Cl)cc3)on2)nc(NCC2CC2)n1	i	i	i	i	i	i	i	i	i	i	i
O=C(NCc1nnc(SCc2ccc(F)cc2)n1-c1ccccc1)C12CC3CC(CC(C3)C1)C2	i	i	i	i	i	i	i	i	i	i	i
O=C(CC1C(=O)NCCN1C(=O)Nc1ccc(C(F)(F)F)cc1)Nc1ccc(F)cc1 (stereo not given)	i	i	i	i	24*	i	i	-5.05*	i	i	i
CCOC(=O)N1CCN(S(=O)(=O)c2cccc3ccc(C)nc23)CC1	i	i	i	i	i	i	i	i	i	i	i
CC(=O)C1=C(O)C(=O)N(Cc2cccnc2)C1c1ccccc1Cl (stereo not given)	i	i	i	i	i	i	i	i	i	i	i
Cc1ccc(-c2nnc(SCC(=O)n3c4c(c5ccccc53)CCCC4)o2)cc1	i	i	i	i	i	i	.	i	i	i	i
Cc1ccccc1CC(=O)Nc1ccc2c(c1)CCC2	i	i	i	i	i	i	i	i	i	i	i
CC(=O)c1sc(NC(=O)c2ccc(COc3ccccc3Cl)o2)nc1C	i	i	i	i	i	i	i	i	i	i	i
Cc1ccc(C)c(C(=O)CSc2n[nH]c(-c3ccncc3)n2)c1	i	i	i	i	i	i	i	i	i	i	i
O=c1c2c(-c3ccccc3)csc2ncn1/N=C/c1c2ccccc2cc2ccccc12	i	i	i	i	i	i	i	i	i	i	i
CC(=O)N1CCN(S(=O)(=O)c2ccc(Cl)cc2F)CC1	i	i	i	i	i	i	i	i	i	i	i
